Bioassay records from PubChem.
KLK5 inh: blocks human kallikrein 5 protease activity | Q9Y337 | recombinant hK5, fluorogenic AMC substrate cleavage | inhibition, % at 5 µM | hit rate 0.59% among 210,000 | AID 873;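 active = inhibition of 40% or more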;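 also: 0% = enzyme controls without compound and 100% = no-enzyme blanks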
FXIIa inh 1536: factor XIIa (human) inhibition. P00748. purified FXIIa, Boc-QGR-AMC fluorogenic substrate, 2 h. inhibition, % at 5 µM. hit rate 0.3% among 220,000. AID 800; in the data active = inhibition above about 40%;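 also: 0% = enzyme with no compound and 100% = blank without enzyme; many of its hits are not listed in these tables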
Rad51 HR inh: Rad51 (human) homologous recombination inhibition. Q06609. hRad51 DNA strand exchange, fluorescence dequenching. inhibition, % at 10 µM. hit rate 0.085% among 200,000;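 active = inhibition above 40% at the single screening dose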;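 also: 0% = DMSO control wells and 100% = blanks with heterologous ssDNA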
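System: hRad51 filaments on single-stranded DNA; reagent: Fluorescein- and BHQ1-tagged 47-mer duplex; compound dosing: one concentration, 10 µM final; timing: filaments 15 min 37 °C, then compound 30 min; measured by: fluorescein emission 520 nm, excitation 485 nm; benchmarks: per-plate controls and blanks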
Wee1 stabilizer: inhibitors of human Wee1 degradation; P30291; reporter increase, % at 5 µM; AID 1321; HeLa Luc-Wee1K328M stability, luciferase luminescence; 100% = proteasome inhibitor MG132 effect; hit rate 1.2% among 220,000;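 active = activation above the mean of all tested compounds plus 3 SD, set per screening run, cut at about 8.8% in these data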;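 also: cells exposed to compound for 20 h before luminescence read; 0% = DMSO alone and 100% = MG132 at 30 µM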
14-3-3 Bad inh: disrupts binding of bovine 14-3-3 zeta to phospho-Bad peptide | AID 781 | TR-FRET 14-3-3zeta/Dy647-pBad peptide displacement, 1 h | hit rate 0.71% among 220,000 | P63103 | inhibition, % at 21.7 µM;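 active = inhibition above about 70%, limit read from the data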;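 also: 0% = full 14-3-3 plus peptide FRET controls and 100% = background without 14-3-3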
FXIa inh: factor XIa (human) inhibition; purified FXIa, Boc-Glu-Ala-Arg-AMC fluorogenic substrate; inhibition, % at 5 µM; hit rate 0.14% among 220,000;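 active = inhibition of at least 40%; inactive = inhibition below 40%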;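 also: fluorescence of freed AMC excited at 355 nm; 0% = enzyme without compound and 100% = no enzyme blank; many of its hits are not listed in these tables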
eIF4E 4G PPI: blocks eIF4E binding to eIF4G; TR-FRET eIF4E-eIF4GI(517-606) binding, 2 h; hit rate 0.37% among 220,000; P63073+Q04637; inhibition, % at 21.7 µM;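 active = inhibition above about 30%, limit read from the data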;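 also: 0% = full FRET control wells and 100% = background wells lacking eIF4GI fragment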
Target sequence (P63073 whole entry, looked up, the tested form may be a part): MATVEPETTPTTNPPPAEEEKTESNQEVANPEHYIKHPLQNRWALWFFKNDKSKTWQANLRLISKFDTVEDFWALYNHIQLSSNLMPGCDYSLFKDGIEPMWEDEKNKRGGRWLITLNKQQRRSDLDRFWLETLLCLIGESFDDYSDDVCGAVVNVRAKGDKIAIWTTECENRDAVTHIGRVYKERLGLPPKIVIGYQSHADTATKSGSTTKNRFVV
Target sequence (Q04637 whole entry, looked up, the tested form may be a part): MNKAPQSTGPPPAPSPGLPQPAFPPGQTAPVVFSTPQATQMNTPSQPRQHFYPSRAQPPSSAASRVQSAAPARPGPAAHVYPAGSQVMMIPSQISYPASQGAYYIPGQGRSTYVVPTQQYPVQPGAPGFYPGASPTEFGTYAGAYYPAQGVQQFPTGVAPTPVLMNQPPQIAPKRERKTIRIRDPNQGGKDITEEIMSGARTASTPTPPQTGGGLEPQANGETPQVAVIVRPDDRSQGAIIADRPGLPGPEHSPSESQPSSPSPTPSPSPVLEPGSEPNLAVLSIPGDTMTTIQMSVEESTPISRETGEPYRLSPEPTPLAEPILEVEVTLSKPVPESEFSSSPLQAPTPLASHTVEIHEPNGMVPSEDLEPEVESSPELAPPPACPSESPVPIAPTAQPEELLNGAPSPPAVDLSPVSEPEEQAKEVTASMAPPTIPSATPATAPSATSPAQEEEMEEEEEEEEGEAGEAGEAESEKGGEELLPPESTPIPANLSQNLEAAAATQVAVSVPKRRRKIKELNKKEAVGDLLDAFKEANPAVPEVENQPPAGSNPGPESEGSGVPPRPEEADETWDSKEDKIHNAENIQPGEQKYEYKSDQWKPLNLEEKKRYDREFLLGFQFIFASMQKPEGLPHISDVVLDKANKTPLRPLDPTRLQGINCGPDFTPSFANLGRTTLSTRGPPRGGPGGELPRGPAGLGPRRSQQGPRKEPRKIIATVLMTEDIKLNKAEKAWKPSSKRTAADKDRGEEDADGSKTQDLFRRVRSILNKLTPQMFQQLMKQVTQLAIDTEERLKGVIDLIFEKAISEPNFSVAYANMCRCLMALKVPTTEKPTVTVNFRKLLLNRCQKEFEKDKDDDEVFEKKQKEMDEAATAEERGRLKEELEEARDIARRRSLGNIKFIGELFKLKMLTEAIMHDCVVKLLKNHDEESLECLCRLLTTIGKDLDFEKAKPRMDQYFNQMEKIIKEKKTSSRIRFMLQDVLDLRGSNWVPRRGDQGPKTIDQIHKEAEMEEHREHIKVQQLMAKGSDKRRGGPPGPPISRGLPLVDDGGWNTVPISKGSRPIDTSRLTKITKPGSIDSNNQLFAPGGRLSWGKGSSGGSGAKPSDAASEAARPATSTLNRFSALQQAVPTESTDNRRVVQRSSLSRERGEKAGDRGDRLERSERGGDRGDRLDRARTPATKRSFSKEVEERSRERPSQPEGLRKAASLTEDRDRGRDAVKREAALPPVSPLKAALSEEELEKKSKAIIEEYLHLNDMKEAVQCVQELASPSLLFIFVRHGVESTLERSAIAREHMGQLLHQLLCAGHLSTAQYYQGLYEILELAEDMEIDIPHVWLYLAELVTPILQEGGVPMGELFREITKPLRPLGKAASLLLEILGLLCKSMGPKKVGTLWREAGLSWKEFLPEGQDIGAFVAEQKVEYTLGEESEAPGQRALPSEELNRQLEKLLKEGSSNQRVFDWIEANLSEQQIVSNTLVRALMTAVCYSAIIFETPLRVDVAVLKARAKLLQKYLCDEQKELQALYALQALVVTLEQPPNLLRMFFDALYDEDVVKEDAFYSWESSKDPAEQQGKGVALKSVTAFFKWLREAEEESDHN
Mdm2 ligase inh: inhibitors of human Mdm2 E3 ubiquitin ligase; cell-based MDM2 ubiquitination luciferase reporter, 2 h; 0 = plate control, 100 = twice control, blank-subtracted; AID 1230; Q00987; signal enhancement, % at 5 µM; hit rate 0.11% among 210,000;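 active = signal enhancement of 30% or more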;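 also: luminescence tracks abundance of the self-degrading MDM2-luciferase fusion protein; higher signal means inhibition of MDM2 E3 ligase activity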
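Assay system: stable mammalian line carrying autodegrading MDM2–luciferase fusion reporter; Input: 2000 cells in each well; Compound dosing: single-point 5 µM; Schedule: 2 h compound exposure at 37 °C; Signal: SteadyLite luciferase luminescence after 15 min room-temperature reagent incubation; Evaluation: % luminescence enhancement versus blank-corrected plate control mean; Benchmarks: plate controls and plate blanks.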
p97 inhibitor: human p97 ATPase inhibition; P55072; recombinant p97 ATPase, Kinase-Glo ATP luminescence, 3 h; hit rate 0.42% among 220,000; inhibition, % at 8 µM; in the data active = inhibition above about 15%;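 also: 0% = DMSO vehicle and 100% = wells lacking enzyme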
* = called active by the depositor; & = joins results of further samples; ! = not confirmed by another sample; [ ] = dose if it differs, or a comment.

How did CCC1(C)N(O)C(C)(C)C(c2ccc(F)cc2)=[N+]1[O-] (configuration not stated) do in these assays?
KLK5 inh: -7.7; FXIIa inh 1536: 6.0; Rad51 HR inh: 3.5; Wee1 stabilizer: 1.9; 14-3-3 Bad inh: 6.2; FXIa inh: -0.2; eIF4E 4G PPI: 1.8; Mdm2 ligase inh: -2.6; p97 inhibitor: 2.8

How did CCN(CC)S(=O)(=O)c1ccc(NS(=O)(=O)c2ccc(O)c([N+](=O)[O-])c2)cc1 do in these assays?
KLK5 inh: -34.2; FXIIa inh 1536: 3.2; Wee1 stabilizer: 0.2; 14-3-3 Bad inh: -7.7; FXIa inh: -0.8; eIF4E 4G PPI: 1.8[fluorescence artefact?]; p97 inhibitor: 5.4

Results for CC(=O)Nc1ccc(S(=O)(=O)Nc2cc(C)ccn2)cc1 ?
KLK5 inh: -3.0; FXIIa inh 1536: 6.4; Wee1 stabilizer: 0.1; 14-3-3 Bad inh: -0.7; FXIa inh: -5.2; eIF4E 4G PPI: -3.6; Mdm2 ligase inh: -7.4; p97 inhibitor: 1.0

Results for O=c1[nH]c(C(F)(F)F)nc2c1nnn2Cc1ccccc1F ?
KLK5 inh: 6.2; FXIIa inh 1536: 14.4; Rad51 HR inh: 0.6; Wee1 stabilizer: 1.2; 14-3-3 Bad inh: 29.0; FXIa inh: -14.6; eIF4E 4G PPI: 1.6; Mdm2 ligase inh: 3.6; p97 inhibitor: 3.8

How did CCN1CCN(CC(=O)c2c[nH]c3ccccc23)CC1 do in these assays?
KLK5 inh: -0.1; FXIIa inh 1536: 9.2; Rad51 HR inh: 0.9; Wee1 stabilizer: -0.7; 14-3-3 Bad inh: -12.6; FXIa inh: 13.3; eIF4E 4G PPI: -1.4; Mdm2 ligase inh: 4.8; p97 inhibitor: 4.2

How did CCOc1cc(-c2cc(N)n[nH]2)cc(OCC)c1OCC do in these assays?
KLK5 inh: -7.7; FXIIa inh 1536: 11.1; Wee1 stabilizer: -1.5; 14-3-3 Bad inh: 13.1; FXIa inh: -0.3; eIF4E 4G PPI: 3.0; Mdm2 ligase inh: -4.7; p97 inhibitor: -6.0

How did Cc1ccc(-c2noc(CN(C(=O)CCCCCN3C(=O)c4ccccc4C3=O)C(C)C)n2)cc1 do in these assays?
KLK5 inh: 17.4; FXIIa inh 1536: 28.9; Rad51 HR inh: 3.8; Wee1 stabilizer: 1.9; 14-3-3 Bad inh: 1.6; FXIa inh: 13.0; eIF4E 4G PPI: -9.1; Mdm2 ligase inh: -5.1; p97 inhibitor: -13.1

Results for COc1ccccc1NC(=O)/C=C\C(=O)O ?
KLK5 inh: -0.5; FXIIa inh 1536: 5.6; Rad51 HR inh: 2.2; Wee1 stabilizer: 3.8; 14-3-3 Bad inh: 2.9; FXIa inh: -2.2; eIF4E 4G PPI: -1.9; Mdm2 ligase inh: -11.4; p97 inhibitor: 8.0

Results for COc1c(C(C)C)oc2cc3oc(=O)ccc3cc12 ?
KLK5 inh: 1.5; FXIIa inh 1536: 8.8; Rad51 HR inh: 0.3; Wee1 stabilizer: 4.8; 14-3-3 Bad inh: -5.0; FXIa inh: 1.9; eIF4E 4G PPI: 1.1; Mdm2 ligase inh: 0.1; p97 inhibitor: -3.5

What do the screens show for `Brc1ccc2[nH]c3nc(SCCN4CCOCC4)nnc3c2c1`?
KLK5 inh: 0.3; FXIIa inh 1536: 10.3; Rad51 HR inh: -6.8; Wee1 stabilizer: 0.8&-0.8; 14-3-3 Bad inh: 5.6; FXIa inh: 2.4; eIF4E 4G PPI: 0.9; Mdm2 ligase inh: -3.8; p97 inhibitor: 17.1*!

Results for COc1ccc(C(C[N+](=O)[O-])c2c(-c3ccccc3)cc3ccccn23)c(OC)c1 (configuration not stated) ?
KLK5 inh: 25.2; FXIIa inh 1536: -8.8; Rad51 HR inh: -5.1; Wee1 stabilizer: -1.0; 14-3-3 Bad inh: -33.2; FXIa inh: 11.7; eIF4E 4G PPI: -10.0; Mdm2 ligase inh: -7.2; p97 inhibitor: 4.3

Results for CCCCNC(=O)C1CCC(CNc2c(N3CCC(C)CC3)c(=O)c2=O)CC1 (configuration not stated) ?
KLK5 inh: 3.8; FXIIa inh 1536: 8.9; Rad51 HR inh: 17.0; Wee1 stabilizer: -1.0; 14-3-3 Bad inh: 4.5; FXIa inh: 1.3; eIF4E 4G PPI: -0.8; Mdm2 ligase inh: -9.7; p97 inhibitor: 3.2

What do the screens show for `CC(C)=CCC(C)(C)C1OCCN1C(=O)Nc1ccccc1` (configuration not stated)?
KLK5 inh: -15.2; FXIIa inh 1536: 11.8; Rad51 HR inh: 1.9; Wee1 stabilizer: 0.8; 14-3-3 Bad inh: -4.8; FXIa inh: -8.7; eIF4E 4G PPI: 3.8; Mdm2 ligase inh: -5.5; p97 inhibitor: 0.7

Results for COC(=O)c1cccc(NC(=O)CSc2nnc(C)n2Cc2ccccc2)c1 ?
KLK5 inh: -14.1; FXIIa inh 1536: 31.7; Rad51 HR inh: -1.2; Wee1 stabilizer: -2.9; 14-3-3 Bad inh: 5.3; FXIa inh: 10.8; eIF4E 4G PPI: 4.8; Mdm2 ligase inh: -7.0; p97 inhibitor: 3.5

What do the screens show for `NS(=O)(=O)c1ccc(CCNC(=O)C(=O)NCC2OCCN2C(=O)c2ccc3c(c2)OCO3)cc1` (configuration not stated)?
KLK5 inh: 1.6; FXIIa inh 1536: 9.2; Wee1 stabilizer: 1.1; 14-3-3 Bad inh: 0.0; FXIa inh: 3.5; eIF4E 4G PPI: 0.1; Mdm2 ligase inh: -4.8; p97 inhibitor: 1.4

Next part; it opens with the 2 that closed the last part.
Results for COC(=O)c1cccc(NC(=O)CSc2nnc(C)n2Cc2ccccc2)c1 ?
KLK5 inh: -14.1; FXIIa inh 1536: 31.7; Rad51 HR inh: -1.2; Wee1 stabilizer: -2.9; 14-3-3 Bad inh: 5.3; FXIa inh: 10.8; eIF4E 4G PPI: 4.8; Mdm2 ligase inh: -7.0; p97 inhibitor: 3.5

What do the screens show for `NS(=O)(=O)c1ccc(CCNC(=O)C(=O)NCC2OCCN2C(=O)c2ccc3c(c2)OCO3)cc1` (configuration not stated)?
KLK5 inh: 1.6; FXIIa inh 1536: 9.2; Wee1 stabilizer: 1.1; 14-3-3 Bad inh: 0.0; FXIa inh: 3.5; eIF4E 4G PPI: 0.1; Mdm2 ligase inh: -4.8; p97 inhibitor: 1.4

What do the screens show for `CN/N=C(\Cc1nc2ccccc2[nH]1)c1ccc([N+](=O)[O-])cc1`?
KLK5 inh: -0.7; FXIIa inh 1536: 8.1; Rad51 HR inh: -3.6; Wee1 stabilizer: -2.6; 14-3-3 Bad inh: -16.1; FXIa inh: 0.0; eIF4E 4G PPI: -3.7; Mdm2 ligase inh: 6.6; p97 inhibitor: 10.5

Results for COc1ccc(NC(=O)CCC(=O)OCC(=O)c2ccc(Oc3ccc([N+](=O)[O-])cc3)cc2)cc1 ?
KLK5 inh: -9.3; FXIIa inh 1536: 4.4; Rad51 HR inh: -3.6; Wee1 stabilizer: 3.0; 14-3-3 Bad inh: 1.3; FXIa inh: -3.3; eIF4E 4G PPI: -0.6[fluorescence artefact?]; Mdm2 ligase inh: 5.5; p97 inhibitor: 4.0

How did CC/C(=N\NC(=O)Nc1nonc1N)c1ccc(OC)c(OC)c1 do in these assays?
KLK5 inh: 1.8; FXIIa inh 1536: 7.0; Wee1 stabilizer: -0.1; 14-3-3 Bad inh: -4.5; FXIa inh: 1.8; eIF4E 4G PPI: -4.5; Mdm2 ligase inh: -12.9; p97 inhibitor: 9.7

Results for O=C(Nc1ccc(Br)cc1)c1cccn1-c1ncc(C(F)(F)F)cc1Cl ?
KLK5 inh: -10.8; FXIIa inh 1536: 18.8; Rad51 HR inh: 3.4; Wee1 stabilizer: 2.2; 14-3-3 Bad inh: 3.9; FXIa inh: 5.2; eIF4E 4G PPI: 9.1; Mdm2 ligase inh: -9.9; p97 inhibitor: 2.7

Results for CC(C)NC(=O)c1ccc(Sc2ccccc2)c([N+](=O)[O-])c1 ?
KLK5 inh: -19.7; FXIIa inh 1536: 13.7; Rad51 HR inh: 3.4; Wee1 stabilizer: -1.8; 14-3-3 Bad inh: 7.2; FXIa inh: 3.3; eIF4E 4G PPI: 4.9; Mdm2 ligase inh: -13.4; p97 inhibitor: -4.0

How did CC[C@H](C)C(C(=O)N1CCN(C(=O)OC(C)(C)C)CC1)n1cc(C(CO)NC(=O)OC(C)(C)C)nn1 (some centres not stated) do in these assays?
KLK5 inh: -0.6; FXIIa inh 1536: 3.9; Rad51 HR inh: -5.2; Wee1 stabilizer: 2.1; 14-3-3 Bad inh: -2.3; FXIa inh: 0.3; eIF4E 4G PPI: 0.8; p97 inhibitor: -2.8

How did Cc1ccc(-c2ccccc2)n1-c1cccc(C(=O)O)c1 do in these assays?
KLK5 inh: 2.5; FXIIa inh 1536: 9.2; Rad51 HR inh: -0.5; Wee1 stabilizer: -0.6; 14-3-3 Bad inh: -10.1; FXIa inh: 3.9; eIF4E 4G PPI: -1.9; Mdm2 ligase inh: -6.8; p97 inhibitor: 3.0

Results for CC(C)CNC(=O)CC(=O)N/N=C/c1cccs1 ?
KLK5 inh: -4.2; FXIIa inh 1536: 3.9; Rad51 HR inh: 18.7; Wee1 stabilizer: -2.2; 14-3-3 Bad inh: 7.6; FXIa inh: -1.0; eIF4E 4G PPI: 3.7; Mdm2 ligase inh: -6.4; p97 inhibitor: 2.2

What do the screens show for `O=c1cc(CO)oc(CN2CCN(CCO)CC2)c1O`?
KLK5 inh: -75.3; FXIIa inh 1536: 20.9; Rad51 HR inh: 1.9; Wee1 stabilizer: 1.2; 14-3-3 Bad inh: 1.2; FXIa inh: 16.9; eIF4E 4G PPI: 2.3; Mdm2 ligase inh: -23.9; p97 inhibitor: -0.4

What do the screens show for `COc1ccc(OC)c(C(c2nnnn2CC2CCCO2)N2CCN(C)CC2)c1` (configuration not stated)?
KLK5 inh: 4.2; FXIIa inh 1536: 12.8; Rad51 HR inh: 8.8; Wee1 stabilizer: -0.1; 14-3-3 Bad inh: 41.6; FXIa inh: -14.2; eIF4E 4G PPI: 4.3; Mdm2 ligase inh: -3.2; p97 inhibitor: 0.3

Results for CC(C)(C)n1nnnc1C(c1cccc(C#N)c1)N1CCCCCC1 (configuration not stated) ?
KLK5 inh: -1.1; FXIIa inh 1536: 7.8; Rad51 HR inh: -0.9; Wee1 stabilizer: -0.6; 14-3-3 Bad inh: 4.6; FXIa inh: -4.2; eIF4E 4G PPI: -9.9; p97 inhibitor: -9.1

How did COCCN(C(=O)CSc1nnc(-c2cccc(C)c2)n1C)c1c(N)n(Cc2ccccc2)c(=O)[nH]c1=O do in these assays?
KLK5 inh: -1.3; FXIIa inh 1536: 5.2; Rad51 HR inh: -10.3; Wee1 stabilizer: -3.1; 14-3-3 Bad inh: -8.9; FXIa inh: -2.4; eIF4E 4G PPI: 3.8; Mdm2 ligase inh: -5.1; p97 inhibitor: 4.2

How did C(=C\c1nnc(-c2cccs2)o1)/c1ccccc1 do in these assays?
KLK5 inh: -37.5; FXIIa inh 1536: 10.7; Rad51 HR inh: 0.6; Wee1 stabilizer: 4.0; 14-3-3 Bad inh: 3.3[fluorescence artefact?]; FXIa inh: -2.8; eIF4E 4G PPI: 6.1[fluorescence artefact?]; Mdm2 ligase inh: -40.1; p97 inhibitor: -2.9
